# Screening results (PubChem)
# AmpC no deterg: qHTS Inhibitors of AmpC Beta-Lactamase (assay without detergent); AmpC nitrocefin hydrolysis, absorbance 480 nm, 0.0001% Triton; hit rate 0.52% among 330,000; Potency, µM (series often up to 57.1 µM), for the others: at the top dose activity change, negative = inhibition, actives largely listed as inhibitors;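 note: potency is the fitted concentration of half-maximal effect; plate controls were no compound for no effect and no enzyme for full effect; nearly all actives have a fitted effect of over 20% in size; some results filed as inactive show a strong effect at the top dose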
# Target sequence (P00811 whole entry, looked up): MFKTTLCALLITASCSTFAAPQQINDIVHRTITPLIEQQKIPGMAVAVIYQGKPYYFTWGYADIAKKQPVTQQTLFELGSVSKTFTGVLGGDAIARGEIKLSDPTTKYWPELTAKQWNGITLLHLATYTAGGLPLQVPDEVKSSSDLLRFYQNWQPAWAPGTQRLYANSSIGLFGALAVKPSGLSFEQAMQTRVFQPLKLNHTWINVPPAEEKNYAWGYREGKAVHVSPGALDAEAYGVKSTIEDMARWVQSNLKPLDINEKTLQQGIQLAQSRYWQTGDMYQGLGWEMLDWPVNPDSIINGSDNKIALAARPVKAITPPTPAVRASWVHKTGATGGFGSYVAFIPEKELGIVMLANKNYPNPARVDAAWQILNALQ
#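 20 mM phosphate pH 7.0 + 0.01% (detergent screen) or 0.0001% Triton X-100; 5.3 nM AmpC reagent; cpd preinc 15 min RT; nitrocefin (800 uM stock) to start; A480 q20 s × 4 min; Activity was normalised to no-enzyme and no-compound control wells.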
# Sm TGR block: qHTS Assay for the Inhibitors of Schistosoma Mansoni Peroxiredoxins. Schistosoma mansoni thioredoxin glutathione reductase (TGR), Q962Y6. purified TGR, DTNB reduction, TNB absorbance 405 nm. Potency, µM (doses to about 114 µM), for the others: top-dose activity change, negative = inhibition, most hits filed as inhibitors. hit rate 3% among 360,000. AID 485364, 2010; note: potency is the fitted concentration of half-maximal effect; nearly all actives have a fitted effect of over 60% in size
#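 First, TGR (20 nM dispensed) and NADPH were mixed with compound. Second, a 15 min room-temperature incubation followed. Third, further NADPH and then DTNB were added to start the reaction. Finally, TNB absorbance was monitored kinetically.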
# HCV inhibitor: qHTS Assay for Inhibitors of Hepatitis C Virus (HCV). Huh7.5.1 HCVcc-Cre infection, luciferase reporter, 44 h. hit rate 3.4% among 340,000. AID 651820, 2012. Potency, µM (titrated, usually from 41.8 µM), without a hit: at the highest dose activity change, negative = inhibition, usual class: inhibitors; note: potency is the fitted concentration of half-maximal effect
#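 1,000 cells/well; 4 h culture; + compound; + HCVcc-Cre (~0.5 moi); 44 h; luciferase substrate, RT 15 min; read 15 sec.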
# HCMV antiviral: qHTS Assay for inhibitors of the human cytomegalovirus (HCMV). HFF cells, HCMV-luciferase reporter, 72 h; stronger effect = lower value. activity change, negative = inhibition, % at 57.5 µM. hit rate 4.5% among 410,000. AID 1259415, 2018; in the data active = activity change below about -60%; inconclusive = no clear call, values can overlap the other calls; inactive = above about -39%
#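 Two-dose cell screen: HFF monolayers treated with compounds and infected with luciferase-expressing HCMV at 1 PFU/cell, 72 h at 37C, then lysed for luciferase measurement.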
# AmpC inh detg: qHTS Inhibitors of AmpC Beta-Lactamase (assay with detergent); P00811; AmpC hydrolysis of nitrocefin, absorbance 480 nm, 0.01% Triton; Potency, µM (series often up to 114 µM), for the others: at the highest dose activity change, negative = inhibition, actives largely listed as inhibitors; hit rate 0.041% among 370,000; AID 485294, 2010;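 note: potency is the fitted concentration of half-maximal effect; 0% = no-compound wells and -100% = no-enzyme wells; nearly all actives have a fitted effect of over 25% in size; some results filed as inactive show a strong effect at the top dose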
#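 AmpC (5.3 nM in the dispensed reagent) in 20 mM phosphate pH 7.0 with 0.01% (detergent screen) or 0.0001% Triton X-100 was preincubated with compounds for 15 min at room temperature. Nitrocefin was then added from an 800 uM solution, and hydrolysis was followed at 480 nm.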
# FBPA Giardia inh: qHTS Assay for Inhibitors of Fructose-1,6-bisphosphate Aldolase from Giardia Lamblia; Potency, µM (highest dose often 59.6 µM), without a hit: at the top dose activity, negative = inhibition, hits mostly inhibitors; AID 2451, 2010; purified Giardia FBPA; hit rate 0.71% among 290,000; A8B2U2; note: potency is the fitted concentration of half-maximal effect; nearly all actives have a fitted effect of over 55% in size
# Target sequence (A8B2U2 whole entry, looked up): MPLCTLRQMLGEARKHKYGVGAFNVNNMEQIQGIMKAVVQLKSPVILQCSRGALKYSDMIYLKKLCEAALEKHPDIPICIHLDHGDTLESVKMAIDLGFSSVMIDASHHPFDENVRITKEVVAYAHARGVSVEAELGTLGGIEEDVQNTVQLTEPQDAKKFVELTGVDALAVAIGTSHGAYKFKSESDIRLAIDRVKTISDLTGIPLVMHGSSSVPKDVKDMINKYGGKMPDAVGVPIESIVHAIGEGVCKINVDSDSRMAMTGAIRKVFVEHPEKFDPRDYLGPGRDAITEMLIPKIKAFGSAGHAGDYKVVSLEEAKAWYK
#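 Giardia FBPA (40 nM reagent) was preincubated 10 min at RT with compound (up to 57.5 uM final), then substrate plus GAPDH/TPI/NAD/arsenate coupling system with diaphorase/resazurin was added; resorufin fluorescence (525/598 nm) was read after 20 min.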
# The depositor's hits bear a star; u = inconclusive; x = no result given; [ ] = remark or other dose. Unless noted, calls come from the whole dose curve; as a rule, active = well fitted curve in the direction sought with a large enough effect; inconclusive = small, poorly fitted or top-dose-only effect, or another doubt; inactive = no such curve, though single readings can be large; an effect the other way counts as inactive or inconclusive. Unless noted, % is set by controls: 0 for no effect and ±100 for the full control effect.
# The first three records, to show the layout:
no. | molecule | AmpC inh detg | HCV inhibitor | HCMV antiviral
1 | CCOCCCNC(=S)N1CCN(c2nc(-c3ccccc3)cs2)CC1 | u | 10µM* | -86*
2 | Cc1ccnn1CC(=O)N/N=C/c1ccc2c(c1)OCO2 | u | 22% | 50
3 | COc1cc(CN(C(=O)c2ccccc2Br)c2ccccn2)cc(OC)c1OC | 15% | x | -1

no. | FBPA Giardia inh | AmpC no deterg | Sm TGR block
1 | 8% | 91%[activator] | 3%
2 | 3% | -21% | 1%
3 | x | x | -1%

# Results, from the first entry:
no. | molecule | AmpC inh detg | HCV inhibitor | HCMV antiviral
1 | CCOCCCNC(=S)N1CCN(c2nc(-c3ccccc3)cs2)CC1 | u | 10µM* | -86*
2 | Cc1ccnn1CC(=O)N/N=C/c1ccc2c(c1)OCO2 | u | 22% | 50
3 | COc1cc(CN(C(=O)c2ccccc2Br)c2ccccn2)cc(OC)c1OC | 15% | x | -1
4 | Cc1cc(C)n2nc(SCC3COc4ccccc4O3)nc2n1 (configuration not stated) | 0% | 4% | 16
5 | CCCCCCC(C)OC(=O)Nc1cccc2ccccc12 (configuration not stated) | -7% | -29% | -30
6 | O=C(c1cc([N+](=O)[O-])ccc1Cl)N1CCN(Cc2ccccc2)CC1 | 2% | 6% | -2
7 | CCCn1c(SCC(=O)NC2CC2)nnc1-c1cccs1 | 1% | -1% | 16
8 | COCCCn1c2nc3ccccc3nc2c2c(=O)n(Cc3ccccc3Cl)cnc21 | -21% | x | x
9 | CCC/C(=C1/c2ccccc2C(=O)N1c1ccccc1)c1cnc(OC)nc1 | x | u | 19
10 | O=C(NCCc1ccccn1)C1CCN(S(=O)(=O)c2ccc(Cl)cc2)CC1 | u | 2% | -6

no. | FBPA Giardia inh | AmpC no deterg | Sm TGR block
1 | 8% | 91%[activator] | 3%
2 | 3% | -21% | 1%
3 | x | x | -1%
4 | -15% | 13% | 2%
5 | -8% | -39% | -8%
6 | 6% | 26% | 1%
7 | x | -9% | -28%
8 | 3% | -21% | -18%
9 | x | 11% | x
10 | 4% | 5% | -4%

# Next section.
no. | molecule | AmpC inh detg | HCV inhibitor | HCMV antiviral
11 | COc1ccc(S(=O)(=O)NCC(=O)N(CC2CCCO2)C(C(=O)NC2CCCC2)C(C)C)cc1 (configuration not stated) | -11% | 6% | 15
12 | CC1(C)N=C(N)NC(Nc2cccc(Br)c2)=N1 | -1% | 33%[activator] | 3
13 | CC(C(=O)Nc1ccccc1)N(c1cccc(Cl)c1)S(C)(=O)=O (configuration not stated) | -5% | u | -40
14 | S=C(Nc1ccccc1Cl)NC1CC2CCCC(C1)N2C1CC1 (configuration not stated) | -2% | -29% | -16
15 | Cc1c(NS(=O)(=O)c2cccc(C(=O)N3CCC(C)CC3)c2)c(=O)n(-c2ccccc2)n1C | x | 7% | 29
16 | COc1cc(OC)cc(C(=O)Nc2ccn(C)n2)c1 | -5% | 25% | 19
17 | O=C(c1ccc(F)cc1)C(C(=O)N1CCCCC1)n1ccccc1=O (configuration not stated) | 4% | 7% | u
18 | COc1ccc(CCNC(=O)c2ccc(-n3c(C)cc4c3CCCC4)cc2)cc1OC | -8% | x | u
19 | COc1ccc(-c2nnn(Cc3nc(N)nc(N4CCOCC4)n3)n2)cc1OC | 2% | -26% | 110
20 | NC(=O)c1ccccc1NC(=O)/C=C/C(=O)O | -1% | 18% | 4

no. | FBPA Giardia inh | AmpC no deterg | Sm TGR block
11 | 1% | 18% | 2%
12 | 0% | -41% | 3%
13 | -3% | -10% | 6%
14 | 3% | -21% | -25%
15 | x | -9% | x
16 | x | -16% | -13%
17 | 2% | -3% | 4%
18 | x | x | u
19 | 1% | -17% | -18%
20 | 4% | -6% | 3%

# (listing goes on)
no. | molecule | AmpC inh detg | HCV inhibitor | HCMV antiviral
21 | CCc1cc(C(=O)Nc2ccccc2)cs1 | u | -1% | 23
22 | Cc1ccc(CCNC(=O)CCCc2nnc3n(C)c(=O)c4sccc4n23)cc1 | 2% | x | -13
23 | CSc1ccc(S(=O)(=O)NCC(=O)OC2CCOC2=O)cc1[N+](=O)[O-] (configuration not stated) | u | -5% | -23
24 | COc1ccccc1C(=O)NC(=O)COc1ccc([N+](=O)[O-])cc1 | -14% | 12% | -20
25 | O=C(CSc1nnc(COc2ccc(F)cc2)o1)N1CCCCC1 | -4% | 0% | 10
26 | COc1cccc(Cn2nnc(C(=O)NCc3ccc(F)cc3)c2N)c1 | -12% | -11% | 8
27 | Cc1cccc2sc(N(CCCN(C)C)C(=O)c3nc4ccccc4s3)nc12 | -3% | -17% | u
28 | CC(=O)C(Sc1ncnc2sc3c(c12)CCCC3)C(C)=O | -15% | -10% | -28
29 | Cc1ccc(S(=O)(=O)N2CCN(C(=O)COC(=O)CNC(=O)c3ccccc3)CC2)c(C)c1 | -17% | 8% | -17
30 | O=C(O)COc1ccc(/C=N/NC(=O)c2ccc(-c3csc(Nc4ccc(Cl)cc4)n3)cc2)cc1 | u | -25% | -17

no. | FBPA Giardia inh | AmpC no deterg | Sm TGR block
21 | -20% | -15% | -7%
22 | x | x | 0%
23 | x | -14% | -11%
24 | x | -18% | -5%
25 | 0% | -14% | 4%
26 | 0% | -41% | 0%
27 | -4% | -27% | -21%
28 | 21% | -15%[11.4 µM] | -4%
29 | x | 39% | 6%
30 | u | -54% | -3%

# One compound at a time, from the list above. Order of screens: AmpC inh detg, HCV inhibitor, HCMV antiviral, FBPA Giardia inh, AmpC no deterg, Sm TGR block
# COc1cccc(Cn2nnc(C(=O)NCc3ccc(F)cc3)c2N)c1 reads -12%, -11%, 8, 0%, -41%, 0%
# Cc1ccc(S(=O)(=O)N2CCN(C(=O)COC(=O)CNC(=O)c3ccccc3)CC2)c(C)c1 reads -17%, 8%, -17, x, 39%, 6%
# CSc1ccc(S(=O)(=O)NCC(=O)OC2CCOC2=O)cc1[N+](=O)[O-] (configuration not stated) reads u, -5%, -23, x, -14%, -11%

# (list continues)
no. | molecule | AmpC inh detg | HCV inhibitor | HCMV antiviral
31 | CC(C)CC(CO)N1CCN(C(=O)c2ccc(Cl)cc2Cl)CCC1=O (configuration not stated) | u | 6%[8.37 µM] | -22
32 | S=C(NCCC(c1ccccc1)c1ccccc1)Nc1cccc(Cl)c1 | u | u | -34
33 | O=C(CSc1nnc(-c2ccncc2)n1-c1ccccc1)NCC1CCCO1 (configuration not stated) | -4% | 9% | u
34 | O=Cc1c(Sc2ccccc2)nc2ccccn2c1=O | 0% | -8% | 43

no. | FBPA Giardia inh | AmpC no deterg | Sm TGR block
31 | 4% | 1% | -5%
32 | -6% | -44% | -20%
33 | x | -9% | -2%
34 | 5% | -9% | -14%

# Looked up by structure from the list above:
no. | molecule | AmpC inh detg | HCV inhibitor | HCMV antiviral
32 | S=C(NCCC(c1ccccc1)c1ccccc1)Nc1cccc(Cl)c1 | u | u | -34
11 | COc1ccc(S(=O)(=O)NCC(=O)N(CC2CCCO2)C(C(=O)NC2CCCC2)C(C)C)cc1 (configuration not stated) | -11% | 6% | 15
8 | COCCCn1c2nc3ccccc3nc2c2c(=O)n(Cc3ccccc3Cl)cnc21 | -21% | x | x
9 | CCC/C(=C1/c2ccccc2C(=O)N1c1ccccc1)c1cnc(OC)nc1 | x | u | 19
7 | CCCn1c(SCC(=O)NC2CC2)nnc1-c1cccs1 | 1% | -1% | 16

no. | FBPA Giardia inh | AmpC no deterg | Sm TGR block
32 | -6% | -44% | -20%
11 | 1% | 18% | 2%
8 | 3% | -21% | -18%
9 | x | 11% | x
7 | x | -9% | -28%
